# Source: PubChem BioAssay
# All columns: NCI-60 one-dose screen, growth in % after 48 h at 10 µM unless noted; 100 = growth as untreated, 0 = no growth, -100 = all killed.
# HL-60(TB): HL-60(TB) leukemia cells | actives 9% (n = 78,000) | AID 1794776; active = growth percent below 10
# * marks the source's active call; other numbers are inactive results; & = joins results of further samples; [ ] = remark or other dose.
mol	HL-60(TB)
COc1ccc(Nc2nc3n[nH]c(Nc4ccccc4)c3c(=O)[nH]2)cc1	104
CC(C)C[C@H](C(=O)O)N(C)C(=O)[C@@H]1CCCN1C(=O)[C@H](C)OC(=O)[C@H](CCC(N)=O)NC(=O)[C@@H]1CCC(=O)N1	86
O=C1CCCCCC1	82
CCN(CC)/C(N)=N\c1nc(C)c2cc(Cl)ccc2n1	100
NC(=S)NN=C1CCC(C2CCCCC2)CC1 (stereo unspecified)	71&91
C=CCC#CCN1CCC[C@H]1C(=O)NCC(=O)OC	97
CN(C)c1nc2ccccc2c2c1c1c(n2Cc2ccccc2)-c2ccccc2C1=O	177
Cc1c2ccncc2c(C)c2c1c1cc(CO)ccc1n2C	19
COc1ccc(/C=C/c2nc(Nc3ccc(S(=O)(=O)N=C(N)N)cc3)c3ccccc3n2)cc1	77
CO[C@H]1[C@H](n2ccc(=O)[nH]c2=O)O[C@@](CO)(OC)[C@H]1O	91
Cc1ccc(NC(=O)NCCCOc2ccc(N3C(N)=NC(N)=NC3(C)C)cc2Cl)cc1S(=O)(=O)F	42
O=c1[nH]c(SCc2nc3cc(Cl)c(Cl)cc3[nH]2)nc2c1CCC2	97
CCCCC(CC)CCC(CC(C)C)NC(=S)NC(CCC(CC)CCCC)CC(C)C (stereo unspecified)	97
CC(=O)Nc1ccc(S(C)(=O)=O)cc1	79
C=CCSc1nnc(NC(=O)CCl)s1	91

# The list goes on:
mol	HL-60(TB)
CCN(CC)CCCNc1cccc2c(SCc3ccccc3)ccnc12	-67*
O=C(/C=C/c1ccc2c(c1)OCO2)c1ccccc1	51
Cc1oc(-c2ccc(Cl)cc2)nc1C1=NN(C(=O)c2ccncc2)C(c2ccccc2)C1 (stereo unspecified)	98
CC(C)N1CCSC1=S	64
O=C(N=Nc1c(Cl)c(O)c2ccccc2c1O)c1ccncc1	100
O=C(COc1ccc(/C=C2/C(=O)Nc3ccc(Cl)cc32)cc1)Nc1cccc(Cl)c1	108
COc1cc(O)c(C)c(O)c1	97
O=C(O)CCNC(=O)c1nc(-c2ccccc2)n(-c2ccc(F)cc2)n1	104
CCCCCN(Cc1ccccc1)CC(O)c1ccc(Cl)cc1 (stereo unspecified)	83
CCOC(=O)c1c[nH]c2cc([N+](=O)[O-])ccc2c1=O	130
O=c1c(O)c(N[C@H]2C=C[C@@H](CO)C2)c1=O	100
CC(C)COC(=O)/C=C(\CC(=O)OCC(C)C)C(=O)OCC(C)C	76
C=C1C(=O)O[C@H]2[C@H]1CC/C(COC(=O)C(=O)c1cn(C)c3ccc(Cl)cc13)=C\CC[C@@]1(C)O[C@@H]21	-35*
COc1ccc(-c2c3c(cn2Cc2ccccc2OC)-c2oncc2CCC3)cc1	95
CN1C(=O)c2ccc(NC(=O)COc3cccc4ccccc34)cc2C1=O	97

# The list continues.
mol	HL-60(TB)
O=c1[nH]c2ccc(Cl)cc2cc1CSc1ccc(Nc2nccc(-c3ccc4ccccc4c3)n2)cc1	91
CCOC(=O)c1ccc(NC(=S)NC(=O)c2cccc(NC(=O)C(C)C)c2)cc1	99
Cc1cc(C)c(C#N)c(OCC2CCCO2)n1 (stereo unspecified)	98
COc1ccc(C2CC(=O)Nc3c2c(C)nn3-c2nc3ccccc3[nH]2)cc1 (stereo unspecified)	-17*
O=C1c2ccccc2C(=O)c2cc(Cn3cc[n+](Cc4ccc5c(c4)C(=O)c4ccccc4C5=O)c3)ccc21	97
CC1C=CCCC12C(=O)NC(=O)NC2=O (stereo unspecified)	112
COc1cc(NC(C)CCCN)c2ncccc2c1Sc1ccc(Cl)cc1 (stereo unspecified)	81
O=c1cc(Cc2ccccc2)[nH]c(=S)[nH]1	115
O=[N+]([O-])c1cnc(Sc2ccncn2)c([N+](=O)[O-])c1	11
CC(=O)Nc1ccc(S(=O)(=O)O)c(OC(C)=O)c1	81
CCOC(=O)C(C(=O)OCC)C(=O)C(C)(C)C	110
COc1cc(/C=C2/N=C(c3cnccn3)N(c3cccc4cccnc34)C2=O)ccc1O	118
O=C1CCc2c(sc3[nH]c(=S)n(-c4ccc(OC(F)(F)F)cc4)c(=O)c23)C1	40
Nc1ccccc1C1CCCCC1	89
CCn1cc(C(=O)O)c(=O)c2cc(F)c(N3CCN(C(=O)C(C)Br)CC3)cc21 (stereo unspecified)	90

# 6 neighbouring records out of the list so far, for reference:
mol	HL-60(TB)
O=c1[nH]c2ccc(Cl)cc2cc1CSc1ccc(Nc2nccc(-c3ccc4ccccc4c3)n2)cc1	91
CCOC(=O)c1ccc(NC(=S)NC(=O)c2cccc(NC(=O)C(C)C)c2)cc1	99
Cc1cc(C)c(C#N)c(OCC2CCCO2)n1 (stereo unspecified)	98
COc1ccc(C2CC(=O)Nc3c2c(C)nn3-c2nc3ccccc3[nH]2)cc1 (stereo unspecified)	-17*
O=C1c2ccccc2C(=O)c2cc(Cn3cc[n+](Cc4ccc5c(c4)C(=O)c4ccccc4C5=O)c3)ccc21	97
CC1C=CCCC12C(=O)NC(=O)NC2=O (stereo unspecified)	112

# Later entries:
mol	HL-60(TB)
Cc1cc(C)nc(SCC(=O)Nc2cccc(N=Cc3ccccc3O)c2)n1	97
O=C(/C=C/c1ccc(F)cc1)c1ccc(-n2cc(CN3CCN(c4cc5c(cc4F)c(=O)c(C(=O)O)cn5C4CC4)CC3)nn2)cc1	101
CC1CC2CCCCC2CC1=O (stereo unspecified)	103
C[C@]12CC[C@H](O)C[C@@H]1CC[C@@H]1[C@@H]2CC[C@]2(C)OCCC[C@@H]12	94
Cc1[nH]nc2ccc(-c3nc4cnc(N5CCN(C)CC5)cn4c3Nc3ccc(F)cc3Br)cc12	-30*
N#Cc1nc(-c2cc3ccccc3oc2=O)oc1NCCO	96
C/C=C1\C[C@]23CC[C@]4(C)[C@H](CC[C@@H]5[C@@]6(C)CC[C@H](O)C(C)(C)[C@@H]6CC[C@]54C)[C@H]2[C@H](C)C1(C)OC3	97
N/C(=N\C(N)=N\c1nc2ccccc2s1)c1cccs1	124
COc1ccc(/C=C/C(=O)c2ccc(NC(=O)CSc3nnc(-c4ccccc4)o3)cc2)cc1	91
COc1ccc(-c2nc(SCC(C)C)nc(NN)c2C#N)cc1	84
Cc1ccc(S(=O)(=O)Nc2ccc3nc(C)oc3c2)cc1	73
C#COc1cccc(Nc2ncnc3cc(NC(=O)[C@H](C)Cl)ccc23)c1	99[6.25 µM]
COc1cc(CSc2nc3ccccc3c(=O)n2CCc2ccccn2)cc(OC)c1OC	102
CCCCCCCCCCCCCCCC(=O)N(CCC#N)CCC#N	81
Cc1nn(-c2ccc(F)cc2)c2ncnc(Oc3ccc(NC(=O)Nc4c(Cl)cccc4Cl)cc3)c12	101

# Random excerpt: 5 compounds from above.
mol	HL-60(TB)
Cc1ccc(S(=O)(=O)Nc2ccc3nc(C)oc3c2)cc1	73
CCCCCCCCCCCCCCCC(=O)N(CCC#N)CCC#N	81
CC1CC2CCCCC2CC1=O (stereo unspecified)	103
N/C(=N\C(N)=N\c1nc2ccccc2s1)c1cccs1	124
Cc1[nH]nc2ccc(-c3nc4cnc(N5CCN(C)CC5)cn4c3Nc3ccc(F)cc3Br)cc12	-30*

# Next section:
mol	HL-60(TB)
Cc1ccc(Sc2sc(-c3ccccc3)nc2[P+](c2ccccc2)(c2ccccc2)c2ccccc2)cc1	-41*
O=C(CCCCC(=O)OC(CCC1CCCO1)CCC1CCCO1)OC(CCC1CCCO1)CCC1CCCO1 (stereo unspecified)	101
COC(=O)[C@]12CC[C@@H](/C(C)=N/O)[C@@H]1[C@H]1CC[C@@H]3[C@@]4(C)CC/C(=N/O)C(C)(C)[C@@H]4CC[C@@]3(C)[C@]1(C)CC2	68
CN(C)c1ccc2nc3ccc(N)cc3[n+](-c3ccccc3)c2c1	4.2*
CSc1nc(Cl)c(Br)c(N2CC2)n1	40
COc1ccc(C2OCC(C)(C)CO2)cc1OC	100
CCN1C2CCC1/C(=C\c1ccc(OC)cc1)C1=C2[C@@H](c2ccc(OC)cc2)C(C#N)=C(N)O1 (stereo partly specified)	75
c1ccc(Nc2csc(-c3ccccn3)n2)cc1	101
O=CN(SSN(C=O)C1CCCCC1)C1CCCCC1	77
O=S(=O)(Oc1ccc(-c2ccccc2)cc1)c1ccccc1	69&91
CCCCC(Br)C(=O)OCC (stereo unspecified)	97
CC(=O)OC1COC(NC(=O)N(CCCl)N=O)C(OC(C)=O)C1OC(C)=O (stereo unspecified)	109
CCN(C(=O)C(c1ccccc1)C(C(=O)N(CC)c1ccccc1)c1ccccc1)c1ccccc1 (stereo unspecified)	109
CCCCC(=O)N(CC)CC	107
Cc1cccc(Cc2c(C)cc(C)c(N(CC(=O)O)S(=O)(=O)c3ccccc3)c2C)c1	101

# (continued)
mol	HL-60(TB)
O=C(/C=C/c1ccc(O)c(O)c1)NC1CCOC1O (stereo unspecified)	99
Cc1nn(-c2ccccc2)c2ncn(CC(=O)N/N=C/c3cccc([N+](=O)[O-])c3)c(=O)c12	85
COc1ccc(-c2c(N)noc2-c2cc(OC)c3c(c2)OCCO3)cc1	-31*
c1ccc(-c2ccc3ccccc3[o+]2)cc1	90
CC1=C(SCCC(=O)OCC(=O)NCCC[Te]c2ccccc2)C(=O)c2ccccc2C1=O	-2.7*
O=C(CN(Cc1ccco1)C(=O)/C=C/c1cccc([N+](=O)[O-])c1)Nc1ccccc1C(F)(F)F	99
O=C1C(=O)c2c(nc3ccc(Cl)cn23)-c2ccccc21	-80*
C#CCN[C@@H]1CCc2ccccc21	84
CN(C)COC(=S)SP(=O)(Oc1ccc(Cl)cc1Cl)SC(=S)OCN(C)C	91
CN(C)c1cccc2c(S(=O)(=O)Nc3ccc4nc(N)oc4c3)cccc12	77[2.15 µM]
Cn1cc(-c2cc3nc(-c4cn(C)c5ncc(Br)cc45)cc(N)n3n2)c2cc(Cl)ccc21	-62*
O=c1cc(CC(O)(C(F)(F)Cl)C(F)(F)Cl)[nH]n1-c1ccccc1	95
Cc1cn([C@H]2C[C@H](N=[N+]=[N-])[C@@H](CO)O2)c(=O)[nH]c1=O	112
CCOC(=O)CC1(C(=O)OCC)c2[nH]c3ccccc3c2CCN1Cc1ccccc1 (stereo unspecified)	93
O=C1c2ccccc2C[C@]12C(c1ccccc1)=NOS2=O (stereo partly specified)	103

# (next part)
mol	HL-60(TB)
OCCCc1n(Cc2ccc3ccccc3c2)c2ccccc2[n+]1Cc1ccc2ccccc2c1	-43*
CC(=O)C(N=Nc1ccc(S(N)(=O)=O)cc1)C(=O)Nc1ccc(Cl)cc1 (stereo unspecified)	107
O=c1cc[nH]c2c(Cl)cccc12	96
CCC(CC)CS(=O)(=O)Nc1ccc(C(=O)O)cc1	98
O=C(O)CC1CCN(c2ccc3nnc(Cl)n3n2)CC1	104
COc1cc(/C=C/C(=O)c2cc(OC)c(OC)c(OC)c2)ccc1OCc1ccc(F)cc1	9.9*
COc1ccc(C(=O)c2cc(F)c(F)c(OC)c2F)c(OC(=O)CCl)c1OC(=O)CCl	69
COc1ccc(-c2nc(SCC(=O)NCCc3ccc(S(N)(=O)=O)cc3)[nH]c(=O)c2C#N)cc1	109
NCCCNc1nc2ccc(Cl)cc2c2c(=O)c3cc(F)ccc3sc12	35

# Ordered by SMILES length (lowest first): part of the list above
mol	HL-60(TB)
O=C(O)CCNC(=O)c1nc(-c2ccccc2)n(-c2ccc(F)cc2)n1	104
COc1ccc(/C=C/c2nc(Nc3ccc(S(=O)(=O)N=C(N)N)cc3)c3ccccc3n2)cc1	77
Cc1nn(-c2ccccc2)c2ncn(CC(=O)N/N=C/c3cccc([N+](=O)[O-])c3)c(=O)c12	85

# Only part of the results is shown. The share of hits here may be higher or lower than overall.
